High-throughput results from PubChem BioAssay.
HTRA1 inh = HTRA1 serine protease inhibitors, primary screen, biochemical, fluorescence polarization, HTS | Q92743 | 340,000 tested, 0.5% active | inhibition, % at 5.96 µM | recombinant HTRA1, FP-rhodamine activity-based probe | AID 504803, 2011; in the data active means inhibition above about 36%;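 further: 0% = enzyme with DMSO and 100% = wells lacking enzyme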
ARFGAP1 inh = inhibitors of rat ARFGAP1 GAP activity, primary screen, biochemical, fluorescence polarization, GDP tracer; ADP-ribosylation factor GTPase-activating protein 1 (Rattus norvegicus), Q62848; Arfgap1-stimulated ARF1 GTP hydrolysis, GDP FP detection; inhibition, % at 16.5 µM; 360,000 tested, 0.26% active;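 active means inhibition above a per-plate limit, mean inhibition of low control wells plus 3 SD, cut at about 25% in these data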;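 further: 0% = DMSO wells with enzyme and 100% = wells lacking Arfgap1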
Target sequence (Q62848 1-136 limits assumed): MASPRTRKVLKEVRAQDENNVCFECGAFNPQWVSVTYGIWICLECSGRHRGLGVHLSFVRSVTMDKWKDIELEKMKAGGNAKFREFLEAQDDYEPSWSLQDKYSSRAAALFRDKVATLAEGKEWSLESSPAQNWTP
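Material – truncated rat Arfgap1 GAP domain · Buffer or medium – HEPES-based buffer, pH 7.5 · Reagent – human ARF1(Δ1-17)-GTP substrate · Dosing – 16.5 µM single point, 1.26% DMSO · Schedule – GTP hydrolysis reaction 2 h at 25 °C · Technique – GDP detection by fluorescence polarization · Benchmarks – No-Arfgap1 wells (100%) versus DMSO full-reaction wells (0%) · Repeats – single replicate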
rCAG RNA binder = binders of r(CAG) RNA repeats, primary screen, biochemical, fluorescence; inhibition, % at 3 µM; r(CAG) RNA repeat, TO-PRO-1 dye displacement fluorescence; 370,000 tested, 1.3% active;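 active means inhibition above the plate cutoff, the mean of all test compounds on that plate plus 3 SD, cut at about 35% in these data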;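 further: 0% = DMSO alone and 100% = 100 µM mitoxantrone as full dye displacement; higher means more dye released from RNA so lower well fluorescence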
ABHD4 inh = ABHD4 inhibitors, primary screen, biochemical, fluorescence polarization, mouse; (Lyso)-N-acylphosphatidylethanolamine lipase (Mus musculus), Q8VD66; purified mABHD4, FP-Rh probe fluorescence polarization; 370,000 tested, 0.54% active; inhibition, % at 8.92 µM;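 active means inhibition exceeding the mean over every tested compound plus 3 SD, cut at about 30% in these data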;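 further: 0% = plate median of compound wells and 100% = S159A mutant with DMSO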
Target sequence (Q8VD66 whole entry, looked up): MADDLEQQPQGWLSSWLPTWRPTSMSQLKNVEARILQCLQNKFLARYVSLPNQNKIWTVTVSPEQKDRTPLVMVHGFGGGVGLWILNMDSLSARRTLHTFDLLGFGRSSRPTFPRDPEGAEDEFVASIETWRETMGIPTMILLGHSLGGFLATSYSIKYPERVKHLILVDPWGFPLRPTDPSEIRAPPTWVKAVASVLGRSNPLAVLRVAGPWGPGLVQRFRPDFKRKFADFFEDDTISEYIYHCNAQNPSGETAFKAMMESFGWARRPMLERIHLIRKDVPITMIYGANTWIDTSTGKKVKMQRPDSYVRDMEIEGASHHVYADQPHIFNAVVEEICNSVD
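Assay system: mABHD4 protein; medium: HEPES pH 7.0, NaCl, Pluronic buffer; dosing: 8.92 µM, single dose; schedule: 45 min + 60 min at 25 °C; signal: FP readout, ex 525 nm / em 598 nm; read-out: normalized percent inhibition of probe labeling; repeats: single replicate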
GC-B act = human GC-B receptor activators, primary screen, HEK293 GC-B cells, cGMP TR-FRET, EC30 CNP | activation, % at 10 µM | AID 1920062, 2024 | 0% at EC30 CNP, 100% saturating CNP | 370,000 tested, 0.11% active | Atrial natriuretic peptide receptor 2 (Homo sapiens), P20594;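 active means activation at 10 µM reaching about 35% in either raw or pattern-adjusted values, limit read from the data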
PG9 Ab binder = binders of HIV-1 gp120 antibody PG9, primary screen, biochemical, TR-FRET. 360,000 tested, 0.43% active. TR-FRET gp120-PG9 antibody binding. HIV-1 gp120 / PG9 antibody interaction. inhibition, % at 6.7 µM. AID 624416, 2012; in the data active means inhibition above about 8.5%
GC-A act = GC-A stimulated cGMP production enhancers – HEK293 GC-A cells, cGMP TR-FRET, EC30 ANP, primary screen. 0% at EC30 ANP, 100% saturating ANP. activation, % at 10 µM. 370,000 tested, 0.14% active; in the data active means activation above about 40%
Rev-erbA mod = modulators of Rev-erb alpha DNA binding, primary screen, biochemical, FITC-DNA, fluorescence polarization, uHTS; Rev-erbα–FITC-DNA binding, 90 min; 370,000 tested, 0.79% active; activity, % at 10 µM; AID 1259318, 2017;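 active means activity above about 14%, limit read from the data; passing the limit was not always enough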;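 further: 0% = DMSO wells with 35 nM protein and 100% = DMSO wells with 750 nM protein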
SMARCA2 activ = SMARCA2 (BRM) function activators, primary screen, cell-based, luminescence, high throughput | MG213 cells, MMTV-luciferase reporter, dexamethasone, overnight | activation, % at 9.1 µM | 370,000 tested, 1% active; in the data active means activation above about 7.8%;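 further: 0% = vehicle wells and 100% = reference activator wells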
ASAP1 inh = inhibitors of human ASAP1 ArfGAP activity, primary screen, biochemical, fluorescence polarization. Arf-GAP with SH3 domain, ANK repeat and PH domain-containing protein 1 (Homo sapiens), …. ASAP1-stimulated ARF1 GTP hydrolysis, GDP FP detection. inhibition, % at 16.5 µM. 360,000 tested, 0.19% active. AID 624377, 2012; in the data active means inhibition above about 25%;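 further: 0% = vehicle with enzyme and substrate and 100% = no enzyme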
Target sequence (Q9ULH1 325-724 limits assumed): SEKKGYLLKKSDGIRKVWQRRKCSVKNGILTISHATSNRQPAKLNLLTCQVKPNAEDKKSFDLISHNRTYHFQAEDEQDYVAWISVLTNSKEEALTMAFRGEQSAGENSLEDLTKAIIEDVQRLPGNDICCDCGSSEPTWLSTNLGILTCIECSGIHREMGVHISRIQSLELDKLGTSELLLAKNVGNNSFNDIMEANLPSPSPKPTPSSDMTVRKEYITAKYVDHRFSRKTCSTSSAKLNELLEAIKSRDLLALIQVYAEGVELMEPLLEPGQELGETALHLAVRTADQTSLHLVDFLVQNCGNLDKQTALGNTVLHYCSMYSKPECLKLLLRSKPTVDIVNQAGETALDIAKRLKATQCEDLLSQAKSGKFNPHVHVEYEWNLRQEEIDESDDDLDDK
An asterisk follows results filed as active; x = not tested or not shown.

SMILES | HTRA1 inh | ARFGAP1 inh | rCAG RNA binder | ABHD4 inh | GC-B act | PG9 Ab binder | GC-A act | Rev-erbA mod | SMARCA2 activ | ASAP1 inh
CCOC(=O)C(C)On1c(-c2cccc(Cl)c2)nc2ccc([N+](=O)[O-])cc21 (centres undefined) | -25.7 | 7.2 | 5.2 | -7.2 | 17.7 | 1.0 | 18.0 | -5.0 | -0.3 | -11.9
Cc1ccc(-c2noc(CN(C(=O)C(c3ccccc3)c3ccccc3)C(C)C)n2)cc1 | -61.2 | -6.7 | 0.3 | -19.3 | 2.0 | -1.1 | -2.9 | 3.8 | -6.1 | -5.6
Cc1ccc(Nc2nc(N)nc(COC(=O)C3=COCCO3)n2)cc1 | -2.9 | 2.9 | 1.1 | 1.5 | 4.4 | 0.7 | 1.9 | -5.5 | 2.7 | -7.9
O=C(Nc1ccccn1)c1ccc(Cl)c(S(=O)(=O)N2CCc3ccccc32)c1 | -37.6 | -2.3 | 4.0 | -17.4 | 5.5 | 0.7 | 1.7 | 1.6 | -4.9 | 11.2
Nc1ccc(C(=O)O)cc1[N+](=O)[O-] | 1.4 | 1.0 | -2.6 | 7.6 | 0.1 | -1.8 | 4.4 | -8.7 | -4.3 | -7.4
O=C(c1ccco1)N1CCN(C(=O)c2cccn3c(=O)c4c5c(sc4nc23)CCCC5)CC1 | -3.0 | 4.5 | 3.5 | 0.4 | -0.9 | -2.0 | 8.6 | -1.0 | -2.3 | -6.7
COc1cc(CCCN2CCNC[C@H]2Cc2ccc(O)cc2)cc(OC)c1OC | -1.7 | 4.3 | 8.2 | -11.5 | 4.8 | 0.2 | 0.4 | 4.7 | 2.8 | 3.9
O=C(Nc1ccccc1)N1CCC(=S)Nc2ccccc21 | -0.7 | -2.9 | 3.1 | -4.2 | 0.4 | -2.5 | -1.9 | 3.9 | 5.2 | -5.2
CCn1c2ccc(C)cc2c2nc3cc(C(=O)O)ccc3nc21 | -6.2 | -5.5 | 30.1 | -17.0 | -2.9 | -2.0 | 9.7 | -5.2 | 6.4 | 0.5
CN=C(Nc1cc(C)nn1CCC#N)c1ccc(F)cc1 | 7.4 | 10.8 | -0.4 | -3.6 | -0.5 | -2.6 | -4.1 | -2.7 | 2.2 | 4.7
Cc1ccc(C(=O)CSc2nnc(COc3cc(C)cc(C)c3)o2)cc1 | -0.6 | -0.8 | 0.2 | -7.7 | 4.2 | -0.6 | 3.5 | 5.6 | -4.0 | 5.0
COc1ccc(C(=O)Nc2ccccc2C(=O)NCCN2CCOCC2)cc1 | -3.5 | 11.0 | -3.7 | -1.4 | 4.0 | -0.6 | -3.2 | 1.7 | -1.9 | 11.4
Cc1ccc2cccc(NC(=O)C(F)(F)F)c2n1 | 4.7 | 13.1 | 1.7 | 2.6 | -3.0 | -0.6 | 0.5 | 0.6 | -2.9 | 0.6
O=C(COC(=O)c1ccc(O)cc1)NCCCc1ccccc1 | -1.4 | 13.0 | -2.0 | -5.1 | -8.2 | -0.2 | -1.1 | -1.7 | 2.5 | 3.6
O=C(Nc1ccc(N2CCN(C(=O)c3ccco3)CC2)cc1)c1cccs1 | 9.3 | 1.8 | 0.8 | 0.2 | -6.0 | -3.5 | -2.4 | 3.8 | 2.6 | -0.1
COc1cc(/C=C/C(=O)Nc2ccc(N3CCCCC3)c(S(=O)(=O)Nc3ccccc3Cl)c2)cc(OC)c1OC | -5.5 | -0.2 | 9.8 | 1.4 | 2.6 | 2.3 | -3.9 | 3.1 | -2.0 | 8.6
CC1(C(=O)NS(=O)(=O)c2ccc(Cl)cc2)CCN1C(=O)C/C=C/c1ccccc1 (centres undefined) | x | 3.5 | 27.7 | 0.7 | 1.3 | 0.1 | -2.4 | -11.2 | -5.0 | -9.5
COc1ccc(OC)c(C(=O)NC(CC(N)=O)c2ccc(N3CCN(c4ccccn4)CC3)c([N+](=O)[O-])c2)c1 (centres undefined) | 1.4 | 4.3 | 0.7 | 2.4 | 1.4 | 0.1 | -0.2 | -4.6 | 0.2 | -10.2
COc1cc(/C=C/C(=O)OCC(=O)NCc2ccc3c(c2)OCO3)cc(OC)c1OC | -0.1 | -5.4 | 1.9 | -6.9 | -3.5 | -1.3 | -1.7 | 6.1 | -0.2 | -4.3
Cc1cc2cc(CN(CC3CCCO3)C(=O)c3cnccn3)c(=O)[nH]c2cc1C (centres undefined) | -7.4 | -13.2 | 0.1 | 4.7 | 6.9 | -0.1 | 8.6 | -2.0 | -0.9 | -9.8
Nc1nnnn1/N=C/c1ccccc1OCc1ccccc1 | -14.2 | 1.6 | 7.0 | -1.4 | -4.6 | -1.7 | 6.8 | 0.9 | -6.9 | -8.0
CCCNC(=S)NC1CC2CCCC(C1)N2Cc1ccccc1OC (centres undefined) | 4.8 | 5.0 | 2.4 | 6.9 | 2.4 | 1.1 | 3.4 | -7.2 | 0.4 | 9.2
CCOC(=O)c1ccc(NC(=O)c2nccnc2C(=O)O)cc1 | 3.0 | -3.7 | 4.1 | 0.2 | -2.7 | 0.1 | 0.2 | -11.6 | 1.9 | -6.5
Cc1ccccc1NC(=O)Cc1nc(COC(=O)CSc2ccc(F)cc2)cs1 | -16.7 | 4.9 | 2.8 | 5.6 | -2.8 | -1.6 | -0.1 | -2.0 | 4.3 | 6.1
CCCNC(=O)c1ccc(COc2ccc(C)cc2)o1 | 1.1 | -0.7 | -2.5 | -4.1 | -2.2 | 1.0 | -2.1 | 3.6 | -2.0 | 0.8
COc1ccc(CC(=O)NCc2ccc3c(c2)cc(C)n3C)cc1OC | 8.2 | -1.1 | -1.8 | 0.7 | -4.2 | -0.7 | 4.7 | 6.3 | -0.9 | -5.2
CC1(c2nnc(-c3ccc(Cl)cc3)o2)CC(c2ccc(Cl)cc2)=NO1 (centres undefined) | -5.1 | 10.8 | -0.2 | 3.0 | 0.7 | -2.0 | -5.3 | 3.4 | 3.1 | 3.7
COc1ccc(S(=O)(=O)N2CCCOC2CNC(=O)C(=O)NCCc2ccco2)cc1 (centres undefined) | -4.6 | 0.3 | 5.7 | -8.6 | 1.1 | -2.5 | -2.1 | 2.7 | 3.4 | 5.0
O=C1CCCCCCC1Sc1ccccc1[N+](=O)[O-] (centres undefined) | -3.5 | -15.8 | -4.9 | -4.3 | 0.8 | -1.2 | -2.7 | 3.7 | 1.5 | 3.6
COc1ccc(C2(C)NC(=O)NC2=O)cc1OC (centres undefined) | 6.4 | 5.2 | 2.4 | 3.7 | 2.4 | 2.1 | -0.5 | -0.3 | -2.6 | 4.2
CSCCC(NC(=O)c1cccc(S(=O)(=O)N2CCN(C(C)=O)CC2)c1)c1nc2ccccc2[nH]1 (centres undefined) | -2.0 | -0.2 | 7.5 | 3.5 | -0.6 | -1.9 | 2.0 | -0.2 | -1.4 | -2.8
O=C(COC(=O)CNC(=O)c1ccccc1)NC12CC3CC(CC(C3)C1)C2 | 3.1 | -5.0 | -1.0 | -1.3 | 4.0 | 0.3 | 0.9 | 1.7 | -1.4 | 0.0
COc1ccccc1-c1noc2c1C(=O)N(Cc1cn(-c3ccccc3OC)nn1)CC2 | x | 4.5 | 5.8 | -0.8 | 4.2 | -1.2 | -0.4 | -3.2 | -2.5 | -1.1
CCNc1ccc(Br)cc(C(=O)/C=C/c2ccccc2Cl)c1=O | 64.5* | -2.6 | 46.4* | 36.8* | 4.2 | 2.0 | 2.3 | -2.9 | -2.1 | 0.8
Cc1nn(-c2ccccn2)c2c1C(c1ccncc1)C1=C(CC(C)(C)CC1=O)N2 (centres undefined) | -1.1 | x | x | x | 1.2 | x | 2.4 | -5.9 | x | x
CN(C)S(=O)(=O)N1CCC(n2nccc2NC(=O)CCCc2ccccc2)CC1 | -0.7 | -2.6 | -0.8 | -0.4 | -0.6 | 0.0 | 2.6 | -6.0 | -1.7 | -15.9

5 compounds already listed, ordered by the number in SMARCA2 activ, descending:
Compound | HTRA1 inh | ARFGAP1 inh | GC-B act | PG9 Ab binder | GC-A act | Rev-erbA mod | SMARCA2 activ | ASAP1 inh
COc1ccc(S(=O)(=O)N2CCCOC2CNC(=O)C(=O)NCCc2ccco2)cc1 (centres undefined) | -4.6 | 0.3 | 1.1 | -2.5 | -2.1 | 2.7 | 3.4 | 5.0
CC1(c2nnc(-c3ccc(Cl)cc3)o2)CC(c2ccc(Cl)cc2)=NO1 (centres undefined) | -5.1 | 10.8 | 0.7 | -2.0 | -5.3 | 3.4 | 3.1 | 3.7
CSCCC(NC(=O)c1cccc(S(=O)(=O)N2CCN(C(C)=O)CC2)c1)c1nc2ccccc2[nH]1 (centres undefined) | -2.0 | -0.2 | -0.6 | -1.9 | 2.0 | -0.2 | -1.4 | -2.8
CCNc1ccc(Br)cc(C(=O)/C=C/c2ccccc2Cl)c1=O | 64.5* | -2.6 | 4.2 | 2.0 | 2.3 | -2.9 | -2.1 | 0.8
COc1ccccc1-c1noc2c1C(=O)N(Cc1cn(-c3ccccc3OC)nn1)CC2 | x | 4.5 | 4.2 | -1.2 | -0.4 | -3.2 | -2.5 | -1.1

Reprinted from the entries so far for reference:
SMILES | HTRA1 inh | ARFGAP1 inh | rCAG RNA binder | ABHD4 inh | GC-B act | PG9 Ab binder | GC-A act | Rev-erbA mod | SMARCA2 activ | ASAP1 inh
O=C1CCCCCCC1Sc1ccccc1[N+](=O)[O-] (centres undefined) | -3.5 | -15.8 | -4.9 | -4.3 | 0.8 | -1.2 | -2.7 | 3.7 | 1.5 | 3.6
COc1ccc(C2(C)NC(=O)NC2=O)cc1OC (centres undefined) | 6.4 | 5.2 | 2.4 | 3.7 | 2.4 | 2.1 | -0.5 | -0.3 | -2.6 | 4.2

Next structures follow.
SMILES | HTRA1 inh | ARFGAP1 inh | rCAG RNA binder | ABHD4 inh | GC-B act | PG9 Ab binder | GC-A act | Rev-erbA mod | SMARCA2 activ | ASAP1 inh
CC(C)C(=O)N1CC[C@H]2[C@H](CCCN2Cc2ccc(F)cc2)C1 | x | x | 0.7 | -8.7 | 8.8 | x | 0.3 | -1.6 | -0.9 | x
O=C(NCCN1CCOCC1)c1ccc2c(c1)N(Cc1ccc(Cl)cc1)CCS2 | 2.8 | 2.0 | -5.1 | 3.6 | -2.5 | 0.2 | 1.2 | -5.5 | -1.7 | 10.4
CCN(CC(=O)Nc1c(F)cccc1F)C(=O)CCC(=O)c1ccc(F)cc1 | -4.2 | -12.2 | 2.1 | 4.5 | 2.2 | -2.4 | -0.2 | 3.0 | -1.1 | 19.5
COC(CNC(=O)[C@H](Cc1ccccc1)NC1(C(=O)NC2CCCCC2)CCCC1)OC | x | x | x | -8.3 | -3.9 | x | 3.9 | 7.6 | x | x
COc1ccccc1C(=O)Nc1ccc(OCC(=O)N2C(C)CCCC2C)cc1 (centres undefined) | 2.0 | 1.7 | -2.5 | -2.0 | 1.3 | 0.5 | 2.4 | -4.8 | -0.4 | 8.9

Rows were taken by chance; overall some 4.4% were active at least once.
